# Assay outcomes as filed in PubChem BioAssay.
# FadD28 binding: inhibitors of FadD28 bisubstrate probe binding, primary screen, biochemical, fluorescence polarization, single point; inhibition, % at 12.5 µM; actives 0.22% (n = 360,000); in the data active = inhibition above about 8.5%, passing the limit was not always enough; inconclusive = no clear call, values can overlap the other calls
# BoNT A protease: BoNT/A light chain protease inhibitors, primary screen, biochemical, flow cytometry, MLPCN library; actives 0.17% (n = 360,000); multiplex microsphere protease substrate cleavage; AID 588499, 2011; inhibition, % at 10 µM; also: plate controls were buffer without enzyme for full effect and enzyme alone for no effect
# PfHsp40 rescue: rescue of yeast from PfHsp40 toxicity, primary screen, S. cerevisiae, ATP luminescence; S. cerevisiae expressing PfHsp40, growth rescue; growth rescue, % at 12.5 µM; actives 0.68% (n = 340,000); in the data active = growth rescue above about 28%, passing the limit was not always enough; inconclusive = no clear call, values can overlap the other calls;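 also: yeast W303a lacking pdr1 and pdr3 grown in galactose medium; growth measured after three days at 30 °C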
# Mtb UGM inh: M. tuberculosis UGM enzyme inhibitors, primary screen, biochemical, fluorescence polarization, single point; UDP-galactopyranose mutase (Mycobacterium tuberculosis (strain ATCC 25618 / H37Rv)), …; AID 504406, 2011; purified UGM, fluorescence polarization probe displacement; actives 0.06% (n = 320,000); inhibition, % at 10 µM; in the data active = inhibition above about 10%, passing the limit was not always enough; inconclusive = no clear call, values can overlap the other calls
# FBA Mtb inh: Mtb FBA enzyme inhibitors, primary screen, biochemical, fluorescence, strain H37Rv; AID 588726, 2011; Fructose-bisphosphate aldolase (Mycobacterium tuberculosis (strain ATCC 25618 / H37Rv)), …; purified M. tuberculosis FBA, fluorescence read-out; actives 2.3% (n = 360,000); inhibition, % at 1 µM; in the data active = inhibition above about 27%;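 also: 0% = vehicle and 100% = reference inhibitor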
# GDH-TPI counter: GDH-TPI coupling enzyme inhibitors, primary screen, artefact control for M. tuberculosis FBA inhibitor project, biochemical, absorbance, full deck; AID 588335, 2011; GDH-TPI coupled enzyme counterscreen, NADH absorbance; actives 1.2% (n = 360,000); inhibition, % at 4.8 µM; in the data active = inhibition above about 30%;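 also: 0% = DMSO wells and 100% = wells lacking the enzyme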
# Mtb BioA inh: M. tuberculosis BioA enzyme inhibitors, primary screen, biochemical, plate reader, single point, HTS | purified M. tuberculosis BioA enzyme | 7,8-diaminopelargonic acid synthase BioA (Mycobacterium tuberculosis) | actives 0.096% (n = 360,000) | inhibition, % at 9.99 µM; in the data active = inhibition above about 40%; inconclusive = no clear call, values can overlap the other calls
# BoNT-F LC inh: BoNT/F light chain protease inhibitors, primary screen, biochemical, flow cytometry, MLPCN library; Botulinum neurotoxin type F light chain protease (Clostridium botulinum); Multiplex microsphere protease cleavage assay; inhibition, % at 10 µM; actives 0.22% (n = 360,000); in the data active = inhibition above about 35%, passing the limit was not always enough; inconclusive = no clear call, values can overlap the other calls; also: plate controls were buffer without enzyme for full effect and enzyme alone for no effect
# Anthrax LF inh2: Bacillus anthracis LF protease inhibitors, primary screen, biochemical, multiplex microsphere, MLPCN library; Lethal factor (Bacillus anthracis), P15917; multiplex microsphere protease cleavage assay; inhibition, % at 10 µM; actives 0.12% (n = 360,000); also: plate controls were buffer without enzyme for full effect and enzyme alone for no effect
# Target sequence (P15917 whole entry, looked up): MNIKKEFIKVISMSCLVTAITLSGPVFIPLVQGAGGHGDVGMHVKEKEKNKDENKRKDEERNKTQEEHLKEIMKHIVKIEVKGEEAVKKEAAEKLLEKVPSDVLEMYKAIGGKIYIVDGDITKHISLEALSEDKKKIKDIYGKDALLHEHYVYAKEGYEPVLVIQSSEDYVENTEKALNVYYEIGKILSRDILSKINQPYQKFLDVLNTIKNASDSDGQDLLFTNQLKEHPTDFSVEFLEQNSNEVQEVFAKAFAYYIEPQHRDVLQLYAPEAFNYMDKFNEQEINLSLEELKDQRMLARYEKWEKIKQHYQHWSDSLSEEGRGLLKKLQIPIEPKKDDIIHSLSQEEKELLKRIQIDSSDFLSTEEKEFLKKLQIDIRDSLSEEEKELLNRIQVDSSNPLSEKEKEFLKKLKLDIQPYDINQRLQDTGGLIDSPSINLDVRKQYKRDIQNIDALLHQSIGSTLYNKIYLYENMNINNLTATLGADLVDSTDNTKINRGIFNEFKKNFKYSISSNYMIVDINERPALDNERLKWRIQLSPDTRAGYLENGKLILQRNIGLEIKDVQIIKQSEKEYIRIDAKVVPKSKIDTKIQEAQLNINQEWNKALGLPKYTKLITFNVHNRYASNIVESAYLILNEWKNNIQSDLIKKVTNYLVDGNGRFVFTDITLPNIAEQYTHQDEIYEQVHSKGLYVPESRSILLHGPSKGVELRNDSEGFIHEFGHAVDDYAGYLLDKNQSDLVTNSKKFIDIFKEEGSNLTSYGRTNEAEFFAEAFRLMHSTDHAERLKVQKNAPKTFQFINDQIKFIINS
# * = called active by the depositor; ? = inconclusive; · = not tested or not shown; + = active, no number; & = joins results of further samples. Rule as the data show it, unless noted: active = inhibition above about 30%; inconclusive = no clear call, values can overlap the other calls; inactive = below that. Hits appear at their usual frequency; 4.7% or so of the library scored in one or more.
SMILES	FadD28 binding	BoNT A protease	PfHsp40 rescue	Mtb UGM inh	FBA Mtb inh	GDH-TPI counter	Mtb BioA inh	BoNT-F LC inh	Anthrax LF inh2
O=C(NNc1nc2cc3c(cc2s1)OCO3)c1ccccc1	-2.9	0.1	0.1	0.3	0	4	2.3	-10	-12
COc1cc(C(=O)N2CCN(c3cccc(C(F)(F)F)c3)CC2)ccc1OCC(=O)N1CCOCC1	-2.6	0.2	0.2	·	2	-7	-0.7	0	-6
C#CCNc1ccncc1S(=O)(=O)NC(=O)NC(C)C	-1.1	-0.1	2.4	-2.3	11	-4	-0.5	2	-4
Cc1ccc(-c2cc3c(N=O)c4ccccc4c-3n[nH]2)cc1	-3.5	0.3	-0.6	-3.9	0	-1	·	-4	-2
Cc1[nH]n(C(N)=S)c(=O)c1N=Nc1cccc([N+](=O)[O-])c1C	-2.1	-0.6	20	0.5	-6	12	2.2	?	28
Cc1nn(-c2ccccc2)c(C)c1NC(=O)COc1ccc2ccccc2c1	-0.9	0.9	1.8	-1.8	1	6	0.2	4	-1
Cc1nn(-c2ccccc2)c2sc(-c3n[nH]c(=S)o3)cc12	4.6	-3.8	1.0	5.3	+	42*	1.6	-16	?
Cc1ccc(C)c(NC(=O)CN2C(=O)NC(C)(c3ccc4c(c3)OCCO4)C2=O)c1 (stereo unspecified)	-3.3	0.4	-1.2	0.0	-2	-2	-0.4	0	0
CNC(=O)C1(C)Cc2c(-c3ccc4c(c3)OCO4)ccnc2O1 (stereo unspecified)	-0.6	0.2	·	·	49*	2	0.1	1	-4
O=C(c1nc2ncccn2n1)N1CCN(c2ccc(F)cc2)CC1	1.2	0.5	?	1.5	3	4	9.0	3	5
CS(=O)(=O)c1ccccc1C(=O)Nc1ccc(-c2nc3ccccc3[nH]2)cc1	-6.9	-0.3	-0.7	-0.2	1	28	0.6	3	-2
CCc1ccc(CNC(=O)CCc2nc(-c3cccs3)no2)cc1	-2.1	-0.3	-0.3	2.9	2	4	-0.7	-2	5
CC1(C(=O)N/N=C/c2c(F)c(F)c(F)c(F)c2F)CC1(Cl)Cl (stereo unspecified)	-1.6	2.3	0.8	0.9	-2	-2	2.2	?	-1
CC(C)n1cnc2cc(NCc3ccco3)ccc21	0.2	-0.6	0.8	-2.4	15	18	-1.4	-31	-7
CCCS(=O)(=O)NC(=O)C1(C)CCN(C(=O)COc2ccccc2)C1 (stereo unspecified)	-0.5	0.1	·	·	1	1	-0.8	2	6

SMILES	FadD28 binding	BoNT A protease	PfHsp40 rescue	Mtb UGM inh	FBA Mtb inh	GDH-TPI counter	Mtb BioA inh	BoNT-F LC inh	Anthrax LF inh2
S=C(Cc1ccccc1)NCCc1ccccc1	0.2	0.2	1.7	0.4	2	11	1.6	-2	9
CC(=O)c1cc2c(cc1NC(=O)c1cc3nc(C(C)C)cc(C(F)(F)F)n3n1)OCO2	-1.9	0.8	8.0	0.2	2	7	·	10	-2
CN(C)S(=O)(=O)n1cc(/C=C(\NC(=O)c2ccccc2F)C(=O)NCCCN2CCOCC2)c2ccccc21	-2.1	1.3	-0.3	-2.2	0	16	6.5	8	-1
CCc1ccc2oc(-c3cccc(N)c3)nc2c1	-3.5	0.0	-0.9	0.8	63*	4	0.2	8	-4
CN1CCN(CCNC(=O)c2ccc3nc(-c4ccc(F)cc4)c(-c4ccc(F)cc4)nc3c2)CC1	-8.1	1.0	1.4	-1.8	58*	6	3.6	2	-3
CC(=O)NCCOC(=O)Nc1ccncc1	-1.5	6.0	-0.6	-1.2	1	3	0.2	9	-16
O=C(c1ccccc1CCc1ccccc1)N1CCN(c2ccccn2)CC1	-2.3	-0.4	3.9	1.1	5	-6	0.9	-8	-9
Nc1ncnc2c1ncn2[C@@H]1O[C@H](COS(=O)(=O)O)[C@@H](O)[C@H]1O	2.2	-0.5	1.4	3.3	-1	3	-0.4	0	2
CCC(=O)Nc1ccc(C(=O)N/N=C/c2c(C)[nH]c3ccccc23)cc1	-5.2	22	-0.5	-2.8	0	22	0.4	-40	-5
CCN(CC)P(=O)(NC(=O)C(Cl)(Cl)Cl)N(CC)CC.[Cl-].[Cl-].[Cl-].[Nd+3]	-6.6&-11	-1.3&-2.4	-0.1&0.2	2.2	0&-1	2&13	0.8	-21&-8	?
CC(NC(=O)CN(C1CCCCC1)S(C)(=O)=O)c1ccccc1 (stereo unspecified)	-0.3	·	?	3.3	1	-4	0.2	·	·
Cc1cc(Nc2ncc(Cl)cc2Cl)n(-c2ccccc2)n1	-3.2	-0.4	0.4	1.2	-2	0	1.1	-3	0
CCc1cc(C(=O)N2CCOCC2)c(NC2=NS(=O)(=O)c3ccccc32)s1	-3.3	0.5	-1.4	2.2	-1	7	-2.0	-1	-3
CCCn1c(=O)c(C(=O)NC(C)c2ccccc2)c(O)c2ccccc21 (stereo unspecified)	0.5	-2.7	0.1	-0.9	-1	0	-3.5	33	2
COc1ccc(/C=N\NC(=O)c2ccc([N+](=O)[O-])c(C)c2)cc1COc1ccccc1C(N)=O	-1.0	0.1	-0.3	-4.2	-3	14	1.7	2	0

SMILES	FadD28 binding	BoNT A protease	PfHsp40 rescue	Mtb UGM inh	FBA Mtb inh	GDH-TPI counter	Mtb BioA inh	BoNT-F LC inh	Anthrax LF inh2
CC(C)C(=O)Nc1c(C(=O)N2CCN(c3ncccn3)CC2)oc2ccccc12	-8.2	-0.4	1.5	0.6	6	9	-1.5	-3	0
O=C(CN1CCN(c2ccccn2)CC1)Nc1ccc2ccccc2c1	-2.8	0.3	-0.2	1.2	5	-4	2.7	-4	-2
Fc1ccc(C2=NNC(=NCc3ccccc3)SC2)cc1F	-3.3	-1.1	1.1	·	0	-4	-0.1	-18	-1
Cc1ccccc1OCCC(=O)N(CC(C)C)c1c(N)n(Cc2ccccc2)c(=O)[nH]c1=O	-1.6	1.5	-1.7	-1.9	0	-2	0.8	7	0
CN(C)C(CNS(=O)(=O)c1cc([N+](=O)[O-])ccc1Cl)c1ccco1 (stereo unspecified)	1.1	-0.2	-1.8	-1.9	-1	11	·	-18	-2
O=C1CCCN1C(=O)CSc1nnnn1-c1cccc(F)c1	-0.6	-0.4	-0.8	-0.8	1	8	·	0	0
CCOP(=S)(OCC)SCC(=O)NC(C(=O)O)C(C)C (stereo unspecified)	-1.7	1.0	-0.5	-1.5	-1	-6	-0.2	5	0
Cc1cccc2cc(CN(C(=O)c3cccc([N+](=O)[O-])c3)C(C)C)c(=O)[nH]c12	-1.0	-0.5	-1.0	0.0	11	12	0.7	-5	-3
Cc1ccc(NC(=S)NCCCN2CCOCC2)cc1	-1.1	-0.2	-0.5	-2.0	0	5	·	-3	-1
COc1cc(NC(=O)COc2cc(O)c3c(c2)OC(C)(C)CC3=O)cc(OC)c1	-1.1	0.2	6.8	0.2	-2	3	0.5	8	2
O=C(O)C1CC=CCC1C(=O)Nc1ccccc1Cl (stereo unspecified)	-4.5	-0.6	0.9	-0.8	-4	-4	-0.1	-12	-5
O=Cc1c(NCc2ccccc2F)c2ccccc2[nH]c1=O	-3.6	-1.2	0.3	3.7	-1	17	0.9	?	7
COc1cc(C2NC(=O)NC(C)=C2C(=O)OCC2CCCO2)ccc1O (stereo unspecified)	0.7	-0.6	1.5	0.2	0	15	-3.0	-9	-4
O=C(N/N=C/C(Cl)=C/c1ccc([N+](=O)[O-])cc1)C(=O)Nc1cccc(C(=O)O)c1	-0.2	-1.1	0.7	3.4	-2	37*	1.8	-8	-7
COc1ccccc1NS(=O)(=O)c1ccc2[nH]c(=O)[nH]c2c1	-0.7	2.0	-0.6	-1.1	1	5	-1.1	36*	-8

SMILES	FadD28 binding	BoNT A protease	PfHsp40 rescue	Mtb UGM inh	FBA Mtb inh	GDH-TPI counter	Mtb BioA inh	BoNT-F LC inh	Anthrax LF inh2
CCOC(=O)CC(=O)CSc1ccc2nnc(-c3ccc(F)cc3)n2n1	-1.6	1.2	-1.1	-0.2	9	15	6.3	5	0
CC(=O)N1c2ccc(S(=O)(=O)N3CCC(C(=O)NC4CCC(C)CC4)CC3)cc2CC1C (stereo unspecified)	-3.6	0.3	0.5	1.5	-4	-3	·	-3	2
COc1ccccc1-c1sc2ccccc2c1-c1ccc2c(c1)OCO2	-7.2	0.4	0.3	0.5	-1	11	-2.2	3	0
O=C(NCc1cccc(Cl)c1)c1ccc2nc[nH]c2c1	-1.2	-0.1	-1.4	1.3	3	10	6.8	-6	0
Cc1c(Cl)c([N+](=O)[O-])nn1Cc1ccc(C(=O)Nc2ccc(Cl)cn2)o1	-1.5	-0.2	2.8	1.6	5	0	-0.7	-15	-5
CC(=O)c1cccc(S(=O)(=O)NC2CC2)c1	-1.5	-0.2	0.6	3.8	-1	-5	-1.2	1	-4
Cc1cccc(C(=O)Nc2cccc(C(=O)N/N=C/c3cccc(C)n3)c2)c1	-1.0	-1.5	-0.3	0.3	1	7	0.0	16	-7
Brc1ccc(N=Nc2ccc3ccccc3n2)cc1	-1.6	·	-3.4	-3.2	-2	13	-1.7	·	·
COc1ccc(NC(=O)CCC(=O)Nc2cc(OC)c(NC(=O)c3cccs3)cc2OC)cc1	1.8	0.1	0.9	0.7	-1	6	3.3	-2	0
COCCOC(=O)/C(=C/c1ccc(OC(=O)c2ccccc2)cc1)C(C)=O	1.0	1.1	0.7	-0.7	31*	10	-3.4	3	3
O=C(CN1C(=O)CSc2ccc(S(=O)(=O)N3CCOCC3)cc21)NCCc1ccccc1	-2.3	-0.2	·	·	-3	-4	1.6	-1	2
O=C(O)c1cc(-n2nnnc2SCc2ccccc2F)ccc1Cl	-3.0	0.2	-1.3	-1.0	0	5	·	-2	-9
COC(=O)CCc1c(C)nc(N)[nH]c1=O	-2.0	0.0	-1.6	2.3	0	-6	0.3	-3	1
CC(OC(=O)c1ccc(F)c(S(=O)(=O)N2CCOCC2)c1)C(=O)NCC1CCCCC1 (stereo unspecified)	-0.8	2.9	-0.7	-1.1	1	9	-0.1	13	5
CCCCCCn1ccc(=N)cc1	0.5	0.5	0.9	-3.6	8	-7	·	-2	0

SMILES	FadD28 binding	BoNT A protease	PfHsp40 rescue	Mtb UGM inh	FBA Mtb inh	GDH-TPI counter	Mtb BioA inh	BoNT-F LC inh	Anthrax LF inh2
C#CC1CN(Cc2ccccc2)CC(C#C)N1C (stereo unspecified)	-3.0	0.2	0.5	-0.3	0	-6	·	-4	3
Clc1ccc(-c2cc3nc(NCc4cccc(Cl)c4)ccn3n2)cc1	-9.2	-0.2	·	·	7	3	0.3	0	-5
CC(=O)Nc1ccc(NC(=O)CCN2C(=O)C3CC=CCC3C2=O)cc1 (stereo unspecified)	·	1.5	-0.3	0.4	-1	6	0.5	1	-4
C=CCC[C@H](Cc1ccc(F)cc1)C(=O)OC[C@@H](C)NC(=O)[C@H](CC=C)CC(=O)N(CCO)Cc1ccccc1	-4.5	-0.7	2.7	-2.2	1	-1	-0.3	-8	2

# Full records, quoted from the list:
# Profile of `C=CCC[C@H](Cc1ccc(F)cc1)C(=O)OC[C@@H](C)NC(=O)[C@H](CC=C)CC(=O)N(CCO)Cc1ccccc1` = FadD28 binding: -4.5; BoNT A protease: -0.7; PfHsp40 rescue: 2.7; Mtb UGM inh: -2.2; FBA Mtb inh: 1; GDH-TPI counter: -1; Mtb BioA inh: -0.3; BoNT-F LC inh: -8; Anthrax LF inh2: 2
# Profile of `C#CC1CN(Cc2ccccc2)CC(C#C)N1C` (stereo unspecified) = FadD28 binding: -3.0; BoNT A protease: 0.2; PfHsp40 rescue: 0.5; Mtb UGM inh: -0.3; FBA Mtb inh: 0; GDH-TPI counter: -6; Mtb BioA inh: ·; BoNT-F LC inh: -4; Anthrax LF inh2: 3
